# Pf gamet viab – kills late stage P. falciparum gametocytes; inhibition, % at 10.9 µM; P. falciparum stage V gametocytes, ATP luminescence, 24 h; AID 743093; 150,000 tested, 0.065% active;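 active = inhibition above the mean plus 3 SD of compounds within the control limits, set per campaign, cut at about 38% in these data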;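 also: 0% = DMSO wells and 100% = medium only without gametocytes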
# Avidin bead fluor – compound fluoresces at 488/530 nm on avidin beads | fluorescence (KMESF) at 10 µM | compound fluorescence 488/530 nm, flow cytometry; active compounds read high | 220,000 tested, 0.38% active; in the data active = fluorescence above about 47; also: inactives centre near 10
# Mcl1-Bid inh – Mcl-1/Bid interaction inhibition; Q07820; TR-FRET Mcl-1/Bid-Dy647 peptide binding, 1536-well; inhibition, % at 21.7 µM; 220,000 tested, 0.97% active; AID 1021;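 active = compounds that cut the binding signal by more than half at the single screening dose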;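 also: His-tagged Mcl-1 with europium anti-His antibody binding Bid BH3 peptide; 0% = Mcl-1 plus peptide wells and 100% = peptide-only wells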
# Target sequence (Q07820 whole entry, looked up): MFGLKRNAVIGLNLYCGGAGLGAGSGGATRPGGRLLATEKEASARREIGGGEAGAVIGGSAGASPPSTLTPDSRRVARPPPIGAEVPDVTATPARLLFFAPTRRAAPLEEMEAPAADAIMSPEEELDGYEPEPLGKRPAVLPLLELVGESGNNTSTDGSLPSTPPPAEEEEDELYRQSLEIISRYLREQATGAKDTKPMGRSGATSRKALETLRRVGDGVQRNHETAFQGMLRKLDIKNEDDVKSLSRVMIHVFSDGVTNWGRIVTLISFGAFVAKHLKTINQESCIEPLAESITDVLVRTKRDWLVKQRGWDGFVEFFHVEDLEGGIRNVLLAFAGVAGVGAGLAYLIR
# Rac1 act GTP bind – modulators of GTP binding to human Rac1 activated mutant; AID 764; P63000; GST-Rac1 activated beads, fluorescent GTP binding, flow cytometry; actives lie on both sides; 100% means binding = to untreated wells; 190,000 tested, 0.11% active; percent activity (GTP binding), % at 10 µM;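 active = GTP binding at least 20 percentage points away from the 100% baseline, in either direction, so actives lie on both sides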
# GSH fluor – compound fluoresces at 488/530 nm on GSH beads. 190,000 tested, 0.25% active. GSH beads flow cytometry, compound fluorescence 488/530 nm; active compounds read high. fluorescence (KMESF) at 10 µM; in the data active = fluorescence above about 89;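 also: glutathione beads carrying GST-tagged Bcl family fusion proteins plus one bare bead set; values are compound well signal with DMSO vehicle wells as background; inactives centre near 16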
# HRas wt GTP – modulators of GTP binding to human HRas wildtype; GTP binding activity, % at 10 µM; GST-Ras wt beads, Bodipy-FL-GTP binding, flow cytometry; actives lie on both sides; P01112; 190,000 tested, 0.14% active;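 active = GTP binding activity at least 20% away from the 100% baseline, either lowered as inhibitor or raised as activator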;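 also: 0% = unlabeled GTP competition control and 100% = no-compound control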
# Target sequence (P01112 whole entry, looked up): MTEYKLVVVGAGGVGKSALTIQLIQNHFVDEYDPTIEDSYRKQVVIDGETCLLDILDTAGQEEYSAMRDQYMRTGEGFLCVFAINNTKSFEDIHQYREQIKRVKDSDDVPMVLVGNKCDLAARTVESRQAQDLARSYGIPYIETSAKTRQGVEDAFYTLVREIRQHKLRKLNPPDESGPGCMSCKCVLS
# Rab2A wt mod – changes GTP binding to wildtype dog Rab2A, up or down. GTP binding activity, % at 10 µM. 190,000 tested, 0.19% active. P61105. AID 760. GST-Rab2 wt beads, Bodipy-GTP binding, flow cytometry;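 active = GTP binding activity at least 20 points away from 100%, either lowered or raised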;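 also: 0% = beads with excess unlabeled GTP and 100% = no-compound control corrected for plate trend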
# Mcl1-Noxa inh – Mcl-1/Noxa interaction inhibition; Q07820; TR-FRET Mcl-1/Noxa peptide binding, 2 h; inhibition, % at 21.7 µM; 220,000 tested, 1.5% active; AID 1022;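 active = compounds that cut the protein-peptide binding signal by more than 50% relative to plate controls in a single-dose test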;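 also: His-tagged Mcl-1 with rhodamine Noxa BH3 peptide and terbium anti-His antibody; 0% = Mcl-1 plus Noxa peptide wells and 100% = peptide-only wells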
# Cdc42 wt GTP – modulators (inhibitors or activators) of GTP binding to human Cdc42 wildtype; P60953; GST-Cdc42 beads, Bodipy-GTP binding, flow cytometry; actives lie on both sides; percent activity (GTP binding), % at 10 µM; 190,000 tested, 0.2% active; AID 761;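 active = percent activity GTP binding at least 20 points away from the 100% baseline, either down as inhibitor or up as activator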;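 also: median bead fluorescence of bound Bodipy-FL-GTP at 100 nM; 0% = excess unlabeled GTP control and 100% = no compound control; below 100% means less GTP binding so inhibitor and above means activator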
# Rac1 wt modul – alters GTP binding to wildtype human Rac1 | P63000 | GST-Rac1 beads, fluorescent GTP binding, flow cytometry; actives lie on both sides; 0 = cold GTP competed, 100 = untreated | GTP binding activity (% of control), % at 10 µM | 190,000 tested, 0.27% active | AID 757;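 active = GTP binding activity at least 20 points away from the 100% control level, either lower or higher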
# Rab7 wt GTP bind – modulators of GTP binding to dog Rab7 wildtype GTPase; AID 758; 190,000 tested, 0.055% active; GST-Rab7 beads, fluorescent GTP binding, flow cytometry; actives lie on both sides; untreated = 100%, excess cold GTP = 0%; GTP binding activity (percent of control), % at 10 µM;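 active = fluorescent GTP binding to Rab7 beads changed by at least 20 points from the 100% baseline, either direction, mostly lower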;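 also: median green fluorescence of bound Bodipy-FL-GTP per Rab7 bead population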
# The depositor's hits bear a star; · = no result given. Not a hit list, and some 3% of all compounds hit somewhere here.
# The opening 5 compounds, ahead of the listing:
[1] Cn1cc(CN2CCC(C(=O)N3CCCC3)CC2)c(-c2ccccc2F)n1
[2] COc1ccc(N(C(=O)c2ccco2)S(=O)(=O)c2cccc([N+](=O)[O-])c2)cc1
[3] Cc1cc(C)n2[nH]c(=O)c(N=Nc3cccc(C(F)(F)F)c3)c2n1
[4] COc1ccccc1NC(=O)N(CCN(C)C)Cc1cc2cc(C)ccc2[nH]c1=O
[5] Cc1c(C(=O)NCc2ccccn2)sc2nc(-c3ccc(F)cc3)cn12
compound no.	1	2	3	4	5
GSH fluor	13	12	40	23	29
HRas wt GTP	99	107	101	104	96
Avidin bead fluor	12	·	6	10	10
Rac1 wt modul	100	111	103	107	94
Rab7 wt GTP bind	102	102	100	104	94
Rab2A wt mod	101	104	102	101	94
Mcl1-Bid inh	-48	-2	18	-11	-20
Mcl1-Noxa inh	7	-2	10	16	18
Pf gamet viab	15	-4	·	·	-6
Cdc42 wt GTP	98	108	102	107	95
Rac1 act GTP bind	97	102	100	101	89

# The list itself, previewed entries included:
[1] Cn1cc(CN2CCC(C(=O)N3CCCC3)CC2)c(-c2ccccc2F)n1
[2] COc1ccc(N(C(=O)c2ccco2)S(=O)(=O)c2cccc([N+](=O)[O-])c2)cc1
[3] Cc1cc(C)n2[nH]c(=O)c(N=Nc3cccc(C(F)(F)F)c3)c2n1
[4] COc1ccccc1NC(=O)N(CCN(C)C)Cc1cc2cc(C)ccc2[nH]c1=O
[5] Cc1c(C(=O)NCc2ccccn2)sc2nc(-c3ccc(F)cc3)cn12
[6] COc1cccc(NS(=O)(=O)c2c(C)n(C)c(=O)n(C)c2=O)c1
[7] COCCn1c(NCc2ccc(C)cc2)nc2c1c(=O)[nH]c(=O)n2C
[8] COC(=O)[C@H](C)NC(=O)NCc1ccc(F)cc1
[9] Nc1cccc(-c2cc3ccccc3oc2=O)c1
[10] O=C(Nc1ccccc1F)c1ccc(CSc2ncccn2)cc1
compound no.	1	2	3	4	5	6	7	8	9	10
GSH fluor	13	12	40	23	29	24	24	22	13	19
HRas wt GTP	99	107	101	104	96	101	97	100	96	97
Avidin bead fluor	12	·	6	10	10	5	22	18	11	10
Rac1 wt modul	100	111	103	107	94	103	100	105	102	104
Rab7 wt GTP bind	102	102	100	104	94	101	101	97	98	98
Rab2A wt mod	101	104	102	101	94	101	97	101	96	99
Mcl1-Bid inh	-48	-2	18	-11	-20	-13	-32	-12	-45	6
Mcl1-Noxa inh	7	-2	10	16	18	-2	-4	-22	15	26
Pf gamet viab	15	-4	·	·	-6	·	-4	14	-24	0
Cdc42 wt GTP	98	108	102	107	95	102	102	103	97	97
Rac1 act GTP bind	97	102	100	101	89	99	96	102	97	97

[11] CN(C)S(=O)(=O)c1ccc(C(=O)Nc2nnc(SCc3cccc(F)c3)s2)cc1
[12] COc1ccc(CC(=O)Nc2c3c(nn2-c2cccc(Cl)c2)CS(=O)(=O)C3)cc1
[13] COC(=O)[C@@H](NC(=O)Nc1ccc(OC)cc1)C(C)C
[14] O=C(N/N=C1\CCc2ccccc21)c1ccncc1
[15] CCCCNC(=O)c1onc(CSc2ccc(OC)cc2)c1C(=O)O
[16] COc1ccc(-n2nnnc2SC(C)C(N)=O)cc1 (stereo not given)
[17] COc1ccc2cc(CN(CC3COCCO3)S(=O)(=O)c3c(C)cc(C)cc3C)c(=O)[nH]c2c1 (stereo not given)
[18] CNc1oc(-c2ccc(OCc3ccccc3)cc2)nc1C#N
[19] O=c1[nH]c(CSc2ncc(C(F)(F)F)cc2Cl)nc2ccccc12
[20] N#Cc1c(NCCCO)nc(-c2ccco2)c2c1CCCC2
[21] O=C(COC(=O)Cc1ccsc1)NCC12CC3CC(CC(C3)C1)C2
compound no.	11	12	13	14	15	16	17	18	19	20	21
GSH fluor	4	15	40	18	26	28	30	13	14	30	14
HRas wt GTP	100	103	99	101	96	99	102	98	96	97	103
Avidin bead fluor	13	10	14	3	13	5	13	33	22	5	10
Rac1 wt modul	108	108	102	107	98	98	109	98	99	101	108
Rab7 wt GTP bind	100	103	101	101	95	98	105	98	91	98	104
Rab2A wt mod	99	104	101	100	97	98	102	97	96	99	104
Mcl1-Bid inh	-20	-18	-20	-23	9	-15	2	-32	-6	-12	-7
Mcl1-Noxa inh	8	2	-1	11	19	-4	-9	20	-5	8	1
Pf gamet viab	8	-15	·	-8	10	15	·	·	-19	7	-50
Cdc42 wt GTP	101	105	101	102	96	100	102	99	98	99	104
Rac1 act GTP bind	101	101	97	101	95	98	99	96	98	100	103

# A second format for some results above.
# Values run as follows: GSH fluor | HRas wt GTP | Avidin bead fluor | Rac1 wt modul | Rab7 wt GTP bind | Rab2A wt mod | Mcl1-Bid inh | Mcl1-Noxa inh | Pf gamet viab | Cdc42 wt GTP | Rac1 act GTP bind
(18) CNc1oc(-c2ccc(OCc3ccccc3)cc2)nc1C#N
 : 13 | 98 | 33 | 98 | 98 | 97 | -32 | 20 | · | 99 | 96
(19) O=c1[nH]c(CSc2ncc(C(F)(F)F)cc2Cl)nc2ccccc12
 : 14 | 96 | 22 | 99 | 91 | 96 | -6 | -5 | -19 | 98 | 98
